High-throughput results (PubChem BioAssay)
RECQ1 helicase – inhibitors of human RECQ1 DNA helicase; AID 2549; P46063; 240,000 tested, 0.54% active; Potency, µM (titrated, usually from 57.3 µM), without a hit: at the top dose activity, negative = inhibition, hits mostly inhibitors; RECQ1 DNA unwinding, red fluorescence kinetic read;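 further: plate controls were vehicle for no effect and no enzyme for full effect; nearly all actives have a fitted effect of over 30% in size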
Target sequence (P46063 whole entry, looked up): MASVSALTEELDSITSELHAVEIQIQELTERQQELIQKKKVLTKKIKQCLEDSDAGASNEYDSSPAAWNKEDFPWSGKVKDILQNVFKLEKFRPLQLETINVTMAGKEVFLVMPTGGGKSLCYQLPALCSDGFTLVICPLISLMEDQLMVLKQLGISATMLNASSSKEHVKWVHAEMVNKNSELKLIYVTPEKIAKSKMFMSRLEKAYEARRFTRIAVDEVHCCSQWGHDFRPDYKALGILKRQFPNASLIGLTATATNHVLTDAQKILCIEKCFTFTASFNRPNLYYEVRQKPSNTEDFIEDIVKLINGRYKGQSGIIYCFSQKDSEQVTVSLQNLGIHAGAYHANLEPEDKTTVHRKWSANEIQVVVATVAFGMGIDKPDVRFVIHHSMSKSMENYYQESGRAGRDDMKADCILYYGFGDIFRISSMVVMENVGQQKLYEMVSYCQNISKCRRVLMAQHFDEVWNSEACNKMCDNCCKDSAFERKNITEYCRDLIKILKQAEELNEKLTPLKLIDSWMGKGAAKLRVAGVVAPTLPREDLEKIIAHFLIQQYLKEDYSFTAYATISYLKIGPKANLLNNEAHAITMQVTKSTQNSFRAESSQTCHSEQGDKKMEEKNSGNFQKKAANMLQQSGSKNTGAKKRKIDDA
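50 nM RECQ1T1 preincubated 15 min with compound in Tris pH 8.0 buffer with MgCl2, DTT, Tween-20 and 2.5 ug/ml poly(dI-dC); started with 200 nM TAMRA/BHQ-2 forked duplex and 2 mM ATP. Unwinding read as fluorescence (525/598 nm), two reads 2 h apart.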
TRb-SRC2 inh – TRbeta-SRC2 interaction inhibition; P10828; TRbeta-SRC2 peptide binding, fluorescence polarization; receptor liganded with 1 µM T3; Potency, µM (series often up to 106 µM), inactives show top-dose activity change, negative = inhibition, most hits filed as inhibitors; 280,000 tested, 0.065% active; AID 1469;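 further: plate controls were bound peptide for no effect and peptide without receptor for full effect; nearly all actives have a fitted effect of over 50% in size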
Target sequence (P10828 whole entry, looked up): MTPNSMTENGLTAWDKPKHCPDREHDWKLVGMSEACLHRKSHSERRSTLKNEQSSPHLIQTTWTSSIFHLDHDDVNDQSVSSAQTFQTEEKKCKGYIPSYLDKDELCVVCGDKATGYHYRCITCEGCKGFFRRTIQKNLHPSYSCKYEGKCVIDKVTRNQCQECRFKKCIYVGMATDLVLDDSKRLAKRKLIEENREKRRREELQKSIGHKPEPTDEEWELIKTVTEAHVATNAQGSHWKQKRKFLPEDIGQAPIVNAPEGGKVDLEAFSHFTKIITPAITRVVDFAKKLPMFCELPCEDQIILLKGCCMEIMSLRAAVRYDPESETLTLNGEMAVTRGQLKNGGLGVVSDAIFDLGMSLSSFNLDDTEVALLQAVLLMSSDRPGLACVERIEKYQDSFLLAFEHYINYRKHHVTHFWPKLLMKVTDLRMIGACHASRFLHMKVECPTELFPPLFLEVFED
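Human TRb ligand-binding domain (0.6 uM) is mixed with 20 nM Texas Red SRC2 peptide and 1 uM T3; after compound addition and 5 hr at ambient temperature, polarization is measured and normalized to unbound and bound controls.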
JMJD2E inh – inhibitors of human JMJD2E histone demethylase; 230,000 tested, 1.6% active; JMJD2E catalytic domain, FDH-coupled NADH fluorescence (FDH is formaldehyde dehydrogenase); AID 2147; Potency, µM (top dose mostly 57.1 µM), inactives show at the highest dose activity change, negative = inhibition, usual class: inhibitors; B2RXH2; active means well fitted inhibition curve with a large enough effect, not every such curve was filed as active; inconclusive means small, poorly fitted or top-dose-only effect, or another doubt; inactive means no such curve, though single readings can be large or run the other way;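 further: 0% = wells with enzyme and -100% = buffer wells without enzyme; nearly all actives have a fitted effect of over 50% in size; many of its hits are not listed in these tables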
RGS12 GoLoco inh – RGS12 GoLoco-Gai1 interaction inhibition; P63096; Gai1:RGS12 GoLoco peptide FP, rhodamine, 10 min; Potency, µM (series often up to 61.6 µM), for the others: top-dose activity, negative = inhibition, actives largely listed as inhibitors; 230,000 tested, 0.44% active; active means well fitted inhibition curve with a large enough effect, not every such curve was filed as active; inactive means no such curve, though single readings can be large or run the other way; further: nearly all actives have a fitted effect of over 30% in size; many of its hits are not listed in these tables
Tau fibril ThT – tau fibrillization inhibition (ThT binding); recombinant tau K18 P301L, heparin-induced fibrillization, ThT fluorescence; P10636; 270,000 tested, 2.1% active; Potency, µM (highest dose often 57.4 µM), for inactives: top-dose activity, negative = inhibition, actives largely listed as inhibitors; further: nearly all actives have a fitted effect of over 55% in size
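Using a mix of unlabeled (15 uM) and Alexa 594-labeled (0.24 uM) tau K18 P301L, heparin-triggered fibrillization over 6 hr at 37 C was scored by ThT fluorescence.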
Tau fibril FP – blocks human tau fibril formation measured by polarization. 280,000 tested, 0.39% active. K18 P301L tau heparin fibrillization, Alexa594 FP, 6 h. Potency, µM (top dose mostly 57.7 µM), without a hit: top-dose activity, negative = inhibition, actives largely listed as inhibitors. AID 1468. P10636; further: nearly all actives have a fitted effect of over 55% in size
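Human tau K18 […] P301L fragment, 15 uM unlabeled plus 0.24 uM Alexa 594-labeled tau (final), with compound and 20 uM heparin in 100 mM sodium acetate pH 7; 6 hr at 37 C, then Alexa 594 FP read.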
L3MBTL1 block – blocks human L3MBTL1 | AID 485360 | AlphaScreen L3MBTL1–H3K9me1 peptide binding | Potency, µM (doses to about 57.1 µM), for the others: at the highest dose activity, negative = inhibition, hits mostly inhibitors | 230,000 tested, 0.66% active | Q9Y468; further: nearly all actives have a fitted effect of over 60% in size
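L3MBTL1 (50 nM) pre-complexed 30 min with biotinylated H3(1-15)K9me1 peptide (75 nM), then compounds added for 30 min at room temperature; AlphaScreen streptavidin donor/nickel chelate acceptor beads (10 ug/mL final) read after 30 min dark incubation.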
TexasRed fluor – alters Texas Red total fluorescence, flagging assay interference; TRb/SRC2 Texas Red total fluorescence interference; Potency, µM (highest dose often 106 µM), without a hit: top-dose fluorescence change, negative = quenching; 280,000 tested, 0.29% active; AID 1479; active means well fitted curve in either direction with a large enough effect; inconclusive means small, poorly fitted or top-dose-only effect
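Human TRβ ligand-binding domain (0.6 uM) and Texas Red SRC2 peptide (20 nM) in Tris buffer with 1 uM T3 and 5% DMSO were incubated with pinned compound for 5 hr at ambient temperature. Total fluorescence was computed as S + 2P (555/632 nm).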
An asterisk follows results filed as active; i = inactive; ? = inconclusive; . = not tested or not shown; [ ] = another dose, or the depositor's remark. Unless noted, the call rests on the fitted dose curve; in most records, active means well fitted curve in the direction sought with a large enough effect; inconclusive means small, poorly fitted or top-dose-only effect, or another doubt; inactive means no such curve, though single readings can be large; an effect the other way counts as inactive or inconclusive. Unless noted, on the % scale 0 is the no-effect control and ±100 the full control effect; potency means the concentration at half of the fitted maximal effect.

SMILES	RECQ1 helicase	TRb-SRC2 inh	JMJD2E inh	RGS12 GoLoco inh	Tau fibril ThT	Tau fibril FP	L3MBTL1 block	TexasRed fluor
CC(=O)Nc1ccc(S(=O)(=O)Nc2nccc(C3Cc4ccccc4C(=O)O3)n2)cc1 (stereo unspecified)	-3%	6%	4%	-1%	2%	3%	.	0%
COc1ccc(C2CC(c3cccs3)=Nc3ccccc3S2)cc1OC (stereo unspecified)	4%	16%	?	6%	?	-12%	-6%[11.4 µM]	-5%
CC(=O)c1c(C)nc2nc(-c3ccccc3)nn2c1C	.	-9%	.	.	-6%	-18%	.	-24%
COC(=O)c1ccc(-n2ccnc2)cc1	1%	-1%	3%	-26%	-5%	3%	8%	-2%
Cc1ccccc1-c1ccc(C=Nc2c(C)n(C)n(-c3ccccc3)c2=O)o1	-2%	-1%	1%	3%	-27%	4%	-26%	-3%
Cc1csc(C(C#N)C(=O)c2ccncc2)n1 (stereo unspecified)	-15%	6%	-8%	16%	-14%	-2%	?	2%
O=C(OCc1cc2ccccc2[nH]c1=O)c1ccco1	-13%	-12%	?	-3%	1%	-2%	1%	2%
CSc1nc(N)nc(SC2C=CCCC2)c1C#N (stereo unspecified)	-6%	6%	-1%	-1%	-10%	-12%	.	3%
Cc1ccc2nc(-c3ccccn3)cc(C(=O)NC(C)C(C)(C)C)c2c1 (stereo unspecified)	i	-5%	?	-1%	-4%	3%	2%	-4%
CC(=O)SCC(Cc1ccccc1)C(=O)NCC(=O)OCc1ccccc1 (stereo unspecified)	i	-2%	18%	0%	-13%	0%	.	0%
O=[N+]([O-])c1cc(/C=N/N2CCN(Cc3ccccc3)CC2)ccc1Cl	i	3%	-5%	18%	-14%	-11%	-8%	0%
COc1ccc(Cc2n[nH]c(=S)n2NC(=O)Nc2ccc(C)cc2)cc1	-2%	10%	8%	0%	-7%	-8%	.	3%
CC(C)[C@H](NC(=O)c1ccccc1)C(=O)OCC(=O)Nc1ccc(Cl)cc1C(F)(F)F	0%	-3%	3%	-7%	-1%	5%	8%	7%
Cc1ccccc1OCCCCn1nnc2sc3c(c2c1=O)CCC(C)C3 (stereo unspecified)	.	-11%	.	.	-14%	2%	.	1%
COc1cc(C(=O)NC2CCCC2)c(Br)c(OC)c1OC	i	-2%	3%	15%	-1%	4%	3%	0%

Shown with bars between the fields: part of the list above
Structure | RECQ1 helicase | TRb-SRC2 inh | JMJD2E inh | RGS12 GoLoco inh | Tau fibril ThT | Tau fibril FP | L3MBTL1 block | TexasRed fluor
O=C(OCc1cc2ccccc2[nH]c1=O)c1ccco1 | -13% | -12% | ? | -3% | 1% | -2% | 1% | 2%
CSc1nc(N)nc(SC2C=CCCC2)c1C#N (stereo unspecified) | -6% | 6% | -1% | -1% | -10% | -12% | . | 3%

Next structures follow:
SMILES	RECQ1 helicase	TRb-SRC2 inh	JMJD2E inh	RGS12 GoLoco inh	Tau fibril ThT	Tau fibril FP	L3MBTL1 block	TexasRed fluor
O/N=C1/CCCCC1c1ccccn1 (stereo unspecified)	i	-4%	?	-4%	-4%	0%	-10%	6%
O=C(NCc1ccccc1)c1ccc2c(c1)C(=O)N(Cc1ccncc1)C2=O	-2%	-6%	9%	12%	1%	-12%	0%	-4%
Cc1cc(Cl)ccc1NC(=S)NCCN1CCOCC1	1%	2%	5%	-10%	13%	9%	3%	0%
O=c1c2ccccc2ncn1-c1ccc2c(c1)OCCO2	-6%	2%	0%	1%	0%	-1%	-4%	-2%
COCCNC(=O)CN(C)S(=O)(=O)c1ccc2c(c1)OCCO2	-3%	-2%	-4%	-18%	-8%	0%	-9%	-4%
Cc1c(C(=O)NC(C(C)C)C(C)C)cccc1[N+](=O)[O-]	i	3%	3%	10%	5%	-3%	8%	-2%
Cc1ccc(C(=O)/C=C/c2cn(CC(O)CN3CCOCC3)c3ccccc23)cc1 (stereo unspecified)	-12%	9%	1%	-1%	?	6%	1%	-3%
CN(C)/C=C/C(=O)c1cccc(C(F)(F)F)c1	i	-5%	-3%	0%	-9%	-14%	-17%	-4%
O=C(c1ccc(Sc2ccc(F)cc2)c([N+](=O)[O-])c1)N1CCOCC1	4%	1%	7%	12%	-9%	-1%	?	-3%
COC(=O)c1cc(NC(=O)Cc2ccccc2[N+](=O)[O-])ccc1Cl	-5%	10%	?	.	2%	5%	-6%	0%
CC(=O)CCOC1CCCCO1 (stereo unspecified)	i	18%	-7%	0%	-2%	2%	.	-3%
CC(C)Cc1cc(C(=O)NCc2ccco2)no1	i	7%	-3%	-4%	-4%	-7%	-7%	5%
O=C(CSc1ncn[nH]1)N1CCN(S(=O)(=O)c2ccccc2)CC1	i	2%	5%	6%	-9%	1%	.	-1%
CCOC(=O)c1ccc(-c2ccc(CO)o2)cc1	-4%	-2%	?	-6%	?	-2%	-4%	0%
Cc1cccc(N2CCN(C(=O)COc3cccc4c3OC(C)(C)C4)CC2)c1C	-2%	-26%	0%	-22%	8%	-5%	15%	0%

Looked up above:
`CCOC(=O)c1ccc(-c2ccc(CO)o2)cc1` in RGS12 GoLoco inh reads -6%
`COC(=O)c1cc(NC(=O)Cc2ccccc2[N+](=O)[O-])ccc1Cl` in TRb-SRC2 inh reads 10%
`CN(C)/C=C/C(=O)c1cccc(C(F)(F)F)c1` in Tau fibril FP reads -14%
`O=c1c2ccccc2ncn1-c1ccc2c(c1)OCCO2` in Tau fibril FP reads -1%

New compounds follow
SMILES	RECQ1 helicase	TRb-SRC2 inh	JMJD2E inh	RGS12 GoLoco inh	Tau fibril ThT	Tau fibril FP	L3MBTL1 block	TexasRed fluor
Cc1cc(NC(=O)CSCCO)no1	-6%	6%	4%	10%	-3%	-4%	-5%	1%
Cc1ccc(-n2nc(C(=O)N(C)c3ccccc3Cl)c3c4ccccc4n(C)c3c2=O)cc1	.	1%	.	.	-4%	?	.	-2%
CCn1cc(C(=O)N2CCc3ccccc32)c(=O)c2cc(S(=O)(=O)N3CCOCC3)ccc21	-2%	3%	0%	0%	-16%	-2%	3%	0%
COc1ccccc1C(=O)Nc1ccccc1OCc1cc(=O)n2ccccc2n1	.	4%	.	.	-7%	-14%	.	1%
CCC(=O)N/C(N)=N/c1nc(C)c2cc(C)c(C)cc2n1	11%	-5%	?	5%	?	5%	10%	0%
O=C(Nc1nnc(SCc2ccc(F)cc2)s1)c1ccccn1	-3%	4%	?	14%	?	0%	.	-2%
CC(=O)c1sc(NC(=O)c2c(F)cccc2F)nc1-c1ccccc1	-9%	10%	-28%	3%	-1%	2%	-29%	0%
S=C(NCCN1CCOCC1)Nc1ccc(Br)cc1	-4%	0%	-6%	8%	0%	-12%	6%	-1%
O=C1COc2cc(S(=O)(=O)CCC(=O)N3CCN(c4cccc(Cl)c4)CC3)c(Cl)cc2N1	.	1%	.	.	?	?	.	-29%
Cc1ccc(S(=O)(=O)n2nc(-c3ccco3)nc2SCc2ccccc2)cc1	0%	5%	-4%	0%	-23%	-7%	-3%	-2%
O=C(CN1CCCCC1)Nc1ccc(S(=O)(=O)NC2CCCCC2)cc1	8%	-8%	3%	7%	-5%	-4%	.	1%
O=C(c1ccccc1)n1nc(-c2ccccc2)nc1NCc1ccco1	-10%	1%	-6%	-3%	-15%	?	.	3%
CC(=O)C1=C(c2ccc(Br)cc2)C(=O)c2ccccc2C1=O	-10%	-1%	?	7%	8.9µM*	?	-11%	-3%
CCn1c2ccc(CC(=O)O)cc2c2cc(CC(=O)O)ccc21	0%	2%	?	-6%	-3%	7%	-5%	-5%
CNC(=O)COC(=O)c1cccnc1SC	-9%	-1%	6%	-3%	-1%	5%	.	-3%
COc1ccc(C)c2sc(NC(=O)c3ccc(S(=O)(=O)N4CCOCC4)cc3)nc12	.	-11%	.	.	-3%	?	.	-2%
CN(C)C(=O)c1ccc(NC(=O)COc2ccc([N+](=O)[O-])cc2)cc1	i	3%	4%	-7%	-10%	1%	.	-1%
Cc1cc(C)cc(NC(=O)Cc2csc(COc3cccc(C)c3)n2)c1	.	0%	.	.	3%	-1%	.	2%
CCCCNC(=O)c1sc2ncnc(N3CCc4ccccc4C3)c2c1C	-9%	1%	-14%	6%	?	10%	1%	1%
CCOC(=O)C(=O)Nc1nnc(Cc2ccc(OC)c(OC)c2)s1	-1%	1%	3%	11%	-10%	-5%	8%	-5%
Cc1c(NC(=O)COC(=O)c2ccc(S(=O)(=O)N3CCOCC3)cc2)c(=O)n(-c2ccccc2)n1C	-7%	8%	?	3%	8%	4%	-3%	-3%
O=C(c1ccc(CS(=O)c2ccccc2Cl)o1)N1CCN(c2ccccc2F)CC1 (stereo unspecified)	.	3%	.	.	-7%	2%	.	-1%
COc1ccccc1NS(=O)(=O)c1ccc2oc(SC3CCOC3=O)nc2c1 (stereo unspecified)	-15%	-4%	-2%	-2%	-7%	1%	.	0%
COc1ccc(NC(=O)CC(C)C)c(OC)c1	-4%	-3%	1%	11%	-13%	2%	.	-2%
COc1ccc(/C=C/CN2CCN(CCc3ccccc3)C(CCO)C2)cc1 (stereo unspecified)	-7%	-4%	-23%	15%	-12%	-5%	-22%	-2%
O=S(=O)(Nc1nc2ccccc2nc1Nc1ccccc1Br)c1ccccc1	.	5%	.	.	2%	-17%	.	-4%
COc1cc(-c2noc(-c3ccc(NCc4ccccc4)c([N+](=O)[O-])c3)n2)cc(OC)c1OC	.	10%	.	.	3%	5%	.	-1%
CC(C)=NOCc1ccc(-c2cn([C@@H]3COC[C@@H]3O)nn2)cc1	-12%[11.5 µM]	-7%[11.2 µM]	.	.	1%[11.5 µM]	-13%[11.6 µM]	.	?
Cc1cc(/C(N)=N/OC(=O)c2ccc(Cl)cc2)no1	0%	7%	6%	1%	-15%	-2%	-14%	0%
NC(=O)[C@@H]1CCNc2c(I)cc([N+](=O)[O-])cc2C(=O)N[C@@H](CO)C(=O)N[C@@H](Cc2ccc(O)cc2)C(=O)N1	-2%	2%	-1%	37%[activator]	-4%	-1%	-4%	0%
COCCn1nnnc1C(c1cc2cc(C)ccc2[nH]c1=O)N1CCN(C2CCCCC2)CC1 (stereo unspecified)	3%	-15%	?	18%	-10%	-1%	.	0%
O=C(CSc1nnc(-c2cccnc2)n1C1CCCCC1)NC1CCCC1	-9%	5%	-7%	-8%	-1%	-3%	-2%	2%
N#Cc1cc(-c2ccccc2)nnc1Sc1ccc(F)cc1	i	4%	8%	2%	-1%	-12%	.	-1%

An excerpt; rates above refer to the full screens.
